Screens as filed in PubChem BioAssay.
RXFP1 antagonist – antagonists of human relaxin receptor RXFP1. Q9HBX9. HEK293-RXFP1, relaxin-stimulated cAMP HTRF, 30 min; active compounds read low. activity change, negative = inhibition, % at 57.5 µM. actives 0.59% (n = 350,000). AID 1259400;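 active means activity change of -60% or lower, but not beyond a set lower limit; inconclusive means change between -60% and -40%, or beyond the set limit; inactive means change above -40%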
Target sequence (Q9HBX9 whole entry, looked up): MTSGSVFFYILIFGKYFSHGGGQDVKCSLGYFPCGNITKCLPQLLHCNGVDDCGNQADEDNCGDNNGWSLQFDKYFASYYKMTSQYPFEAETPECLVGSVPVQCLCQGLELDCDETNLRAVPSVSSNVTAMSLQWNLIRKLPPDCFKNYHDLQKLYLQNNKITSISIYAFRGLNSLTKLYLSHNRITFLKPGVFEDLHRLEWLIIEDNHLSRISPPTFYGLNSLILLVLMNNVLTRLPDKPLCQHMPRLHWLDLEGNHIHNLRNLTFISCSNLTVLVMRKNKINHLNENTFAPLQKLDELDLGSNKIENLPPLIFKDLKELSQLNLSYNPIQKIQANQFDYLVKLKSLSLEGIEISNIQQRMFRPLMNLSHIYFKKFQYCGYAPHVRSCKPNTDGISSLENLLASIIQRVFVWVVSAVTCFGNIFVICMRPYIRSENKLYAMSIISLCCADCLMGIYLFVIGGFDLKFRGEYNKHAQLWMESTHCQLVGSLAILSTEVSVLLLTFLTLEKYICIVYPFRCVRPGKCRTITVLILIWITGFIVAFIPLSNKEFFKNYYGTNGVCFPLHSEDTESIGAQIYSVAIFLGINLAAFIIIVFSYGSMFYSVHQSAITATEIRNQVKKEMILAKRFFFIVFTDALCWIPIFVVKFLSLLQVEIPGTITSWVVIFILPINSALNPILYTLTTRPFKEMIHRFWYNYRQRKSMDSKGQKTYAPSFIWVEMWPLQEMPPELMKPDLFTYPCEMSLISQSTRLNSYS
* marks the source's active call; other numbers are inactive results; ? = inconclusive; & = joins results of further samples. On the % scale 0 is the no-effect control and ±100 the full control effect.

The first two compounds (preview)
SMILES,RXFP1 antagonist
COc1ccc(CN(C)CCCn2cnc3c(SC)ncnc32)cc1OC,11
CN(Cc1ccccc1)S(=O)(=O)c1ccc(Cl)c(C(=O)N2CCC(C(N)=O)CC2)c1,1

The list itself, repeating the preview:
SMILES,RXFP1 antagonist
COc1ccc(CN(C)CCCn2cnc3c(SC)ncnc32)cc1OC,11
CN(Cc1ccccc1)S(=O)(=O)c1ccc(Cl)c(C(=O)N2CCC(C(N)=O)CC2)c1,1
CC(=O)Nc1ccc(C=C(C#N)c2ccc(C)cc2)cc1,1
CC1CCCC(O)(C(C(=O)O)c2ccccc2)C1 (centres undefined),2
O=C(COC(=O)c1ccc(Cl)nc1)NC1CCCc2ccccc21 (centres undefined),2
COCCN(C(=O)C(C)N1C(=O)c2ccccc2C1=O)c1c(N)n(CC(C)C)c(=O)[nH]c1=O (centres undefined),-6
CCOc1ccccc1-n1nnnc1SCC(=O)N1CCCC1=O,-4
Cc1cccc(C(=O)NC(=S)Nc2c(C)n(C)n(-c3ccccc3)c2=O)c1,-5
[O-][n+]1ccccc1SSc1cccc[n+]1[O-],-37
CC1C(=O)N(Cc2cn(CCC3OCCCO3)nn2)CCS(=O)(=O)N1Cc1ccc(-c2cccc(CO)c2)cc1 (centres undefined),-4
OCC(O)C1OC(Oc2ccccc2)C(O)C(O)C1O (centres undefined),0
CC(=O)Oc1cc(C(=O)OCC(=O)N2CCc3ccccc3C2)cc(OC(C)=O)c1OC(C)=O,-7
NS(=O)(=O)c1ccc(Cl)c(S(N)(=O)=O)c1,-4&-8
O=C(CS(=O)(=O)c1ccc(Cl)cc1)Nc1nccs1,3
COc1ncnc(-c2ccccc2)c1-c1ccccc1,-5

Continued, starting with the last 3 of the part before.
SMILES,RXFP1 antagonist
NS(=O)(=O)c1ccc(Cl)c(S(N)(=O)=O)c1,-4&-8
O=C(CS(=O)(=O)c1ccc(Cl)cc1)Nc1nccs1,3
COc1ncnc(-c2ccccc2)c1-c1ccccc1,-5
CSc1ncnc2c1ncn2CCCN[C@H](C)c1cccc2ccccc12,3
O=C(COC(=O)c1cccnc1Cl)NCCc1ccc(F)cc1,-6
CN(C)c1ccc(C=Cc2cnccn2)cc1,15
COc1cc2c(cc1OC)C(C(C(=O)N(CCc1ccc(OC)c(OC)c1OC)CCc1ccc(OC)c(OC)c1OC)c1ccccc1)=NCC2 (centres undefined),-17
O=C1NC(=O)N(Cc2ccccc2)CC1Br (centres undefined),-1
O=C(O)C1OC(C(=O)O)C(C(=O)O)C1C(=O)O (centres undefined),-2
CN(CC(=O)Nc1ccc(Cl)c(C(F)(F)F)c1)C(=O)C1CCN(C(=O)c2ccc(Cl)cc2)CC1,7
CCN(c1ccc(NC(=O)CSc2ccc3c(c2)OCCO3)cc1)C(C)C,1
CCN(CC(O)COc1ccc(OCC(O)CN(CC)C2CCCCC2)cc1)C1CCCCC1 (centres undefined),-12
N=c1c(C(=O)NCc2ccco2)cc2c(=O)n3ccccc3nc2n1CC1CCCO1 (centres undefined),2
O=S(=O)(Nc1cccc(S(=O)(=O)N2CCCC2)c1)c1ccccc1F,-13
COc1ccc(CN2C(=O)C(CC(=O)NCC3CCCCC3)CC(C(=O)N(C(C)C)C(C)C)=C2C)cc1 (centres undefined),-6
Cc1cc(C)n(CCC(=O)N2CCCC(Nc3ccc(F)cc3)C2)n1 (centres undefined),-3
Cc1ccc([C@H]2C[C@@H](n3cc(C4CC4)nn3)[C@H](O)CN2Cc2cccs2)cc1,-10
CCOc1ccccc1OCCCC(=O)N1CCN(S(=O)(=O)c2ccccc2C#N)CC1,5

SMILES,RXFP1 antagonist
Cc1ccc(S(=O)(=O)/N=C2\C=C(NS(=O)(=O)c3ccccc3)C(=O)c3ccccc32)cc1,7
Nc1ccc2c(c1)C(=Cc1cccnc1)c1ccccc1-2,-13
CCC1CCCCN1C(=O)COC(=O)COc1ccc(Br)cc1 (centres undefined),-5
COc1cc(N)c2ncccc2c1Cl,16
O=c1[nH]c(=O)n(C2CC(O)C(CO)O2)cc1Br (centres undefined),-8
CN(C)CCNc1ccc2nnn3c4ccc(O)cc4c(=O)c1c23,6
N#C/C(=C1/SC[C@@H](c2ccc(Cl)cc2Cl)S1)n1ccnc1,?
Cc1ccc(-c2ccccc2C2=CC(=O)CC(C)(C)C2=O)cc1,-11
Cc1ccc(NC(=O)CO/N=C(\N)c2ccccc2)cc1C,-22
Cc1noc(C)c1NC(=O)N(C)C[C@H]1OCc2cnnn2CCCC(=O)N([C@@H](C)CO)C[C@H]1C,4
NC(=O)C1C2CCC(C2)C1C(N)=O (centres undefined),-25
CCCNC(=O)C[C@@H]1C[C@H]2c3cc(NC(=O)c4ccc5c(c4)OCO5)ccc3O[C@H]2[C@@H](CO)O1,-9
O=C(Nc1cc(S(=O)(=O)N2CCOCC2)ccc1N1CCOCC1)c1c(F)cccc1Cl,3
Cc1ccc(S(=O)(=O)N2C[C@H]3n4c(=O)ccc(=O)n4C[C@H](OC(=O)NCc4ccccc4F)[C@@]3(O)C2)cc1,-23
CC(=O)N1CCN(C(=O)CCNC(=O)c2ccc(Br)cc2)CC1,-5

Among those listed so far, 2 contain an NH in an aromatic ring:
SMILES,RXFP1 antagonist
COCCN(C(=O)C(C)N1C(=O)c2ccccc2C1=O)c1c(N)n(CC(C)C)c(=O)[nH]c1=O (centres undefined),-6
O=c1[nH]c(=O)n(C2CC(O)C(CO)O2)cc1Br (centres undefined),-8

Carrying on:
SMILES,RXFP1 antagonist
CCCCCNC(=O)c1ccc(NC(=O)CC2SC(N3CCCC3)=NC2=O)cc1 (centres undefined),0
Cc1sc(NC(=O)CCCCC(=O)Nc2sc(C)c(C)c2C(=O)O)c(C(=O)O)c1C,-5
COc1ccc(-c2n[nH]nc2C2=CC(=O)CC(C)(C)C2)cc1,5
S=c1[nH]nc(NC2CCCCC2)s1,1
Nc1nc(N2CCCCC2)c2ncn(C3OC(CO)C(O)C3O)c2n1 (centres undefined),1
O=C(CC1Sc2ccccc2NC1=O)NNc1ccc(Cl)c(Cl)c1 (centres undefined),-10
Cc1ccc(C)c(S(=O)(=O)N2CCN(C(=O)CNC(=O)c3sc4ccccc4c3Cl)CC2)c1,-1
C[C@H](CO)N1C[C@H](C)[C@H](CN(C)S(=O)(=O)c2cccs2)OCc2cnnn2CCCC1=O,-9
O=C(CSc1nc2nn(-c3ccccc3)c(=O)c-2c2n1CCCCC2)Nc1cccc(F)c1,-2
COc1ccc(N2CCN(C(=O)COC(=O)[C@@H](NC(=O)c3c(F)cccc3F)C(C)C)CC2)cc1,4
Cc1ccc(O)c(C(=O)C=Cc2ccccc2)c1,-21
COc1ccc(Cl)cc1C=CC=NNS(=O)(=O)c1ccc(C)cc1,-4
CC(C)n1ncc2c(C(=O)N3CCN(S(=O)(=O)c4cccc(F)c4)CC3)cc(C3CC3)nc21,-4
O=C(O)c1ccc(NC(=O)C2CCN(S(=O)(=O)c3ccc4c(c3)OCCO4)CC2)cc1,7
NN=C(c1cccc([N+](=O)[O-])c1)c1cccc([N+](=O)[O-])c1,-5

SMILES,RXFP1 antagonist
Cc1nc(=O)c(-c2ccccc2)c(C)n1-c1ccccc1Cl,1
O=C(O)c1ccc(-c2cccc(Cl)c2)o1,13
CCOc1ccc(NS(=O)(=O)c2ccc(C(=O)NCC3CCCO3)cc2)cc1 (centres undefined),3
CC(C)OC(=O)N(C)C[C@@H]1OCc2cn(nn2)CCCC(=O)N([C@@H](C)CO)C[C@H]1C,-4
CCN(Cc1ccccc1)C(=O)c1cccs1,-1
O=C(CCCCN1CCCCC1)c1ccccc1,6
Nc1c(NC=O)c(=O)n(Cc2ccccc2)c(=O)n1Cc1ccccc1,2
COc1ccc(NC(=O)Nc2cc(C)ccn2)cc1,6
O=C(CCNC(=O)c1ccco1)Nc1nc(-c2ccccc2)cs1,-35
C[C@H](CO)NC(=O)c1[nH]cnc1C(=O)Nc1ccc(CNC(=O)OC(C)(C)C)cc1,-3
O=C(CSc1ccccc1F)NCCN1C(=O)CSC1=O,-10
COc1cccc(/C=C/C(=O)NCC2CCCCC2)c1,-4
O[C@H]1CN(Cc2cccs2)[C@@H](c2ccccc2)C[C@@H]1n1cc(-c2ccc(F)cc2)nn1,-1
Cc1ccc(N2CC(C(=O)Nc3cccc(S(=O)(=O)N4CCOCC4)c3)CC2=O)cc1 (centres undefined),-3
Cc1cc(C)c(C#N)c(SCC(=O)Nc2c(C)n(C)n(-c3ccccc3)c2=O)n1,-5

SMILES,RXFP1 antagonist
Nc1c(Cl)ncnc1N1CCOCC1,7
O=C(COC(=O)/C=C/c1ccc(F)cc1)NCC1CCCO1 (centres undefined),7
O=C(OCC(=O)C12CC3CC(CC(C3)C1)C2)c1ccccc1O,1
CCC(=O)c1ccc2c(c1)N(CCCN(C)C)c1ccccc1S2,-22
Cc1ccsc1C(=O)OCC(=O)N(Cc1ccccc1)C(C)C,-7
CCOc1ccc(C(=O)CN2C(=O)NC3(CCCc4ccccc43)C2=O)cc1 (centres undefined),3
C[C@H](O)[C@@H]1C(=O)N2CCc3c([nH]c4ccccc34)[C@@H]2C[C@@H]1N(C)S(=O)(=O)c1ccccc1,-3
COc1cc(/C=C/C(=O)O)cc(S(=O)(=O)Nc2cc(S(=O)(=O)N3CCCCC3)ccc2Cl)c1OC,-2
NC(=O)C1=CC2C3C=CC2(O)C(=O)OC3O1 (centres undefined),-3
CC(C)(C)c1ccc(C(=O)NCCC(=O)NCc2ccc(F)cc2)cc1,-2
Cn1c(CCC(=O)O)nc2cc(S(=O)(=O)N3CCCC3)ccc21,-5
CCc1cccc(NC(=O)c2cc(S(=O)(=O)N3CCCCC3)ccc2N2CCOCC2)c1,6
COc1cc(OC)c(OC)cc1/C=C/c1ccnc2ccccc12,-3
COc1ccc(C(=O)Nc2ccc(C(=O)c3ccccc3)cc2)cc1,-7
CCCCN(CCCC)c1nn[nH]n1,-12

SMILES,RXFP1 antagonist
Cc1c(C(=O)N2CCN(S(=O)(=O)c3ccccc3)CC2)oc2ccc(Br)cc12,10
COC1OC(CO)C(N=C(C)C)C1O (centres undefined),4
O=C(c1ccc([N+](=O)[O-])o1)N1CCCCCC1,0
CCOC(=O)C1(Cc2ccccc2)C(=O)Nc2ccccc21 (centres undefined),-9
C=C1C(=O)N(C)CCC1C(CC)C(=O)OC (centres undefined),0
COc1ccccc1CNC(=O)COC(=O)c1ccco1,7
COC(=O)C1=C(C)NC(=O)NC1c1ccc(OC)c(OC)c1 (centres undefined),7
C/C=C/c1cnc2c(c1)C(=O)N([C@H](C)CO)C[C@H](C)[C@@H](CN(C)C(=O)CN1CCOCC1)O2,-11
CN(C)CC1CCC/C(=C\c2ccc(OC(=O)c3ccc(Cl)cc3)cc2)C1=O (centres undefined),-12
O=C(Nc1ccncc1)C1CC(=O)N(c2ccccc2)C1 (centres undefined),-2
O=C(CN1C(=O)NC2(CCCCCC2)C1=O)NCc1ccccc1,-11
CCc1ccc(N=CC23c4ccccc4C(c4ccccc42)C2C(=O)N(c4ccc(OC)cc4)C(=O)C23)cc1 (centres undefined),-7
Cc1ccccc1NC(=O)CSC(=O)c1ccccc1,0
COc1ccc(S(=O)(=O)N2CCOCC2)cc1NC(=O)CSc1nnc(C2CC2)n1C,4
O=C(COC(=O)/C=C/c1ccc(Cl)cc1)NC1CCS(=O)(=O)C1 (centres undefined),4

SMILES,RXFP1 antagonist
CCCCCCN1C[C@@H](n2cc(-c3ccc(F)cc3)nn2)[C@H](O)C[C@@H]1c1ccc(OC)cc1,-8
CC(=O)Oc1ccc(C2(c3ccc(OC(C)=O)cc3)C(=O)Nc3ccccc32)cc1,?
Cc1cc(NC(=O)CSc2ncc(C(F)(F)F)cc2Cl)no1,-65*
Oc1ccccc1-c1nnco1,-6&-8
N#Cc1ccc(NC(=O)NN2CCCCCC2)cc1,-4
CN(Cc1ccc(OC(F)F)cc1)C(=O)c1ccccc1Sc1ccccc1C#N,-16
Oc1ccc(C=NNc2nc3ccccc3s2)c(O)c1,-31
CCN(CCO)CCCC(C)Nc1ccnc2cc(Cl)ccc12 (centres undefined),-6
COc1cc(/C=N/NC(=O)c2cc(-c3cccc(OC(C)C)c3)nc3ccccc23)ccc1O,-5
Cc1ccc(NC(=O)Cc2c(F)cccc2Cl)cc1S(=O)(=O)N1CCOCC1,-21
Cn1c(CCN2CCCC2)nc2cc(NS(=O)(=O)c3ccc(F)cc3)ccc21,-2
c1cnc2ccc(C(c3nnnn3C3CCCCC3)N3CCN(C4CCCCC4)CC3)cc2c1 (centres undefined),-15
CC1CCCC(C)N1C(=O)COC(=O)c1cc(=O)[nH]c2ccccc12 (centres undefined),-12
COCCN(Cc1cc2cc(C)ccc2n2nnnc12)C(=S)Nc1ccc(OC)cc1,23
O=C(O)C1(Nc2ccc(Cl)cc2)CCCC1,-2

SMILES,RXFP1 antagonist
COc1cc(/C=C2\C(=O)N(c3cccc(C(=O)O)c3)N=C2C)ccc1OCc1ccccc1,13
Cc1[nH]nc2c(=S)[nH]c(=O)[nH]c12,15
CC1([N+](=O)[O-])COC(c2cccc3ccccc23)OC1 (centres undefined),-2
Cn1cccc1C(=O)OCc1nc2ccccc2c(=O)[nH]1,3
CSc1nnc2sc3cc(C)ccc3n12,16
COc1cc2c(cc1[N+](=O)[O-])-c1ccccc1C2,12
O=C(CCOc1ccccc1)N1CCCC(Nc2ccccc2)C1 (centres undefined),9
COc1ccc(C(=O)Nc2cccc3c2CCCC3)c(OC)c1,-9
COc1ccc2c(O)c(-c3c(C)cc(C)cc3C)c(=O)[nH]c2c1,-12

Not all compounds are listed; rates above refer to the full screens.
